Mtb UGM inh: blocks M. tuberculosis UGM enzyme; P9WIQ1; purified UGM, fluorescence polarization probe displacement; inhibition, % at 10 µM; actives 0.06% (n = 320,000); in the data active = inhibition above about 10%, passing the limit was not always enough
Target sequence (P9WIQ1 whole entry, looked up): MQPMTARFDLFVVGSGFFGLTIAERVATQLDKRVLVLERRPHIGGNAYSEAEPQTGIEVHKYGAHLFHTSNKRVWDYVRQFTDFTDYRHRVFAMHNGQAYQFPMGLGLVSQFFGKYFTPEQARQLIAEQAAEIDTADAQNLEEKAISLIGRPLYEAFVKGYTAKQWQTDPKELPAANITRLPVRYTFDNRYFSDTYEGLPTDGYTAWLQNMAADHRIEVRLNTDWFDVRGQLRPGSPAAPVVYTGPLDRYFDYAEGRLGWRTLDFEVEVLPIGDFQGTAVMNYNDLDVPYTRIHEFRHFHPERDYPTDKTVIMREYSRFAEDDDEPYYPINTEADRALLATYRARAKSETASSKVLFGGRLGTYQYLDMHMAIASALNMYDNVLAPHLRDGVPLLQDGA
GDH-TPI counter: inhibits GDH-TPI coupling enzymes, artifact for Mtb FBA screen; GDH-TPI coupled enzyme counterscreen, NADH absorbance; inhibition, % at 4.8 µM; actives 1.2% (n = 360,000); AID 588335;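 also: 0% = DMSO wells and 100% = wells lacking the enzyme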
VHR inh abs: DUSP3 (human) phosphatase inhibition; inhibition, % at 13.3 µM; AID 1654; recombinant VHR phosphatase, pNPP absorbance; P51452; actives 0.52% (n = 290,000); in the data active = inhibition above about 50%; also: some compounds called inactive have numbers as strong as hits
Target sequence (P51452 whole entry, looked up): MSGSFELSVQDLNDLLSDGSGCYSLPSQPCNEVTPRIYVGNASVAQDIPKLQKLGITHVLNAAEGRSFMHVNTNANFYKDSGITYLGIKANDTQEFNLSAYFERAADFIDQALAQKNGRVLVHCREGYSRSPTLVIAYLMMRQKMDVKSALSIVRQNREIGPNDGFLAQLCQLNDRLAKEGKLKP
CCHFV vOTU inh: CCHFV vOTU protease inhibition. Pep-AMC fluorescence. inhibition, % at 11.5 µM. actives 0.55% (n = 370,000). AID 651958; also: 0% = vehicle wells with enzyme and 100% = no enzyme wells
MazF activator: MazEF (E. coli) toxin RNase activation; P0AE70; FAM/BHQ RNA-DNA oligo cleavage fluorescence, 5 h; activation, % at 20 µM; actives 0.32% (n = 350,000); AID 504720; in the data active = activation above about 50%
Target sequence (P0AE70 whole entry, looked up): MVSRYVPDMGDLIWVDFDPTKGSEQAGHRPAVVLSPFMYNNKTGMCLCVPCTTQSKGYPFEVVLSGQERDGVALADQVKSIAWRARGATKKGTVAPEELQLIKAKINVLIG
BioA inh: BioA (M. tuberculosis) enzyme inhibition | purified M. tuberculosis BioA enzyme, plate reader | AID 602481 | inhibition, % at 9.99 µM | actives 0.096% (n = 360,000); in the data active = inhibition above about 40%
Rv3671c inh: inhibits the M. tuberculosis serine protease Rv3671c; P9WHR9; inhibition, % at 5.96 µM; actives 0.048% (n = 320,000); AID 2606; in the data active = inhibition above about 38%;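 also: extracellular domain of Rv3671c used as enzyme; 0% = enzyme with DMSO and 100% = no enzyme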
FadD28 FP inh: blocks FadD28 binding to the bisubstrate probe | actives 0.22% (n = 360,000) | fluorescence polarization | inhibition, % at 12.5 µM; in the data active = inhibition above about 8.5%, passing the limit was not always enough
Mtb FBA inh: inhibits M. tuberculosis FBA enzyme; purified M. tuberculosis FBA, fluorescence read-out; inhibition, % at 1 µM; actives 2.3% (n = 360,000); AID 588726; in the data active = inhibition above about 27%;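 also: 0% = vehicle and 100% = reference inhibitor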
Target sequence (P9WQA3 whole entry, looked up): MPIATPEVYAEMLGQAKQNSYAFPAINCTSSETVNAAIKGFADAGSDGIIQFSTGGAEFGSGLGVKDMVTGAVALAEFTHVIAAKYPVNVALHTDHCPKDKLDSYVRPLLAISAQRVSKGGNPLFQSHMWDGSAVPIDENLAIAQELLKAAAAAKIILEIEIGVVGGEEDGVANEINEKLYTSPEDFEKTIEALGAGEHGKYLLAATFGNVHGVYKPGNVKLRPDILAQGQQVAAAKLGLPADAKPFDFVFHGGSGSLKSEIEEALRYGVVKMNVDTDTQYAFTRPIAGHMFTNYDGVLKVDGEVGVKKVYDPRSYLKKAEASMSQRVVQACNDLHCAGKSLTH
BoNT F protease: inhibitors of Botulinum neurotoxin F light chain protease; Multiplex microsphere protease cleavage assay, flow cytometry; inhibition, % at 10 µM; actives 0.22% (n = 360,000); in the data active = inhibition above about 35%, passing the limit was not always enough; also: plate controls were buffer without enzyme for full effect and enzyme alone for no effect
An asterisk follows results filed as active; nt = not tested or not shown. Rule as the data show it, unless noted: active = inhibition above about 30%; inactive = the rest.

Every second line gives: Mtb UGM inh	MazF activator	VHR inh abs	BoNT F protease	FadD28 FP inh	CCHFV vOTU inh	BioA inh	Mtb FBA inh	GDH-TPI counter	Rv3671c inh
CCCCn1cc([N+](=O)[O-])nc1C
→ 0.0	-1	32	-10	-2.0	-5	0.0	1	1	-4
CC(=O)c1c(C)[nH]c(C(=O)OCc2cc(-c3ccco3)on2)c1C
→ 0.8	-11	nt	-9	-0.3	-2	0.2	0	-2	4
COc1ccc(S(=O)(=O)NCCc2csc(-c3cccnc3)n2)cc1
→ 1.1	-9	11	-1	-3.8	-4	1.7	3	-2	5
Cn1nc2c(c1C(=O)O)CCCC2
→ -1.5	8	13	-13	-3.2	6	1.8	5	-2	9
O=C(CCCn1cnc([N+](=O)[O-])n1)Nc1cccc2ccccc12
→ 1.3	1	9	-4	-1.5	8	-0.8	-1	2	7
Cc1ccc2nc(-c3ccc(NC(=S)NC(=O)C(C)C)cc3)sc2c1
→ -0.8	-13	25	7	-1.1	9	-1.3	11	18	-6
CCn1c(=O)c(=O)n(CC)c2cc(S(=O)(=O)Nc3cc(C)ccc3C)ccc21
→ 0.1	-24	4	-8	-1.1	-3	42*	0	7	1
CCC(=NCc1ccco1)c1c(O)n(-c2ccccc2C)c(=O)[nH]c1=O
→ 0.5	-1	-18	-9	-1.3	-11	3.5	5	-7	2
CCc1ccc(NC(=O)c2cc(C)nn2-c2ccccc2)cc1
→ 1.3	6	10	8	1.6	-9	-1.0	4	1	-10
COc1ccccc1CNc1nc(Nc2ccccc2OC)c2sccc2n1
→ nt	nt	nt	-10	0.9	nt	-0.8	5	-4	nt
CCC(CO)NCCNC(CC)CO (configuration not stated)
→ -3.4	10	-38	0	-1.1	-3	0.6	-1	5	3
CCCOC(=O)Nc1cc(OC)c(Cl)cc1OC
→ -0.4	-2	23	6	-2.4	11	0.1	2	-1	-5
CC1(C(=O)NS(=O)(=O)c2ccc(Cl)cc2)CCN1C(=O)CCc1cccs1 (configuration not stated)
→ nt	nt	nt	-4	0.1	1	-1.4	4	6	nt
NC(=O)CSc1nnc(-c2cccc(S(=O)(=O)N3CCOCC3)c2)n1C1CCCCCC1
→ -1.9	5	39	-6	-0.9	4	-0.8	6	9	8
Cc1nnc(NC(=O)C2(c3ccccc3)CCOCC2)s1
→ 0.1	3	7	-6	-1.8	5	-0.7	1	5	4
COc1ccc(Cn2c(=O)sc3ccccc3c2=O)cc1
→ nt	5	17	4	-10	0	nt	-3	5	nt
O=c1[nH]cnc2ccsc12
→ 2.8	-4	22	-5	-1.1	7	nt	18	-3	-1
O=c1oc(/C=C/c2ccccc2)nc2ccccc12
→ nt	11	1	-6	-2.7	12	nt	-1	13	nt
Cc1cc(Cn2nc(-c3ccccc3C)cc2C(=O)O)on1
→ -2.1	5	nt	0	0.1	3	-0.7	1	11	-4
CC(CCc1ccc(O)cc1)NCCc1ccc(O)c(O)c1 (configuration not stated)
→ 2.5	8	nt	-19	0.7	5	-1.2	5	-9	2
CC(=O)c1ccc(-c2nnc(CCC(=O)N(C)Cc3cccc4cnccc34)o2)s1
→ -1.9	6	18	-3	1.2	11	nt	-3	11	1
Cc1ccc(NC(=O)Nc2c(Cl)cccc2Cl)cn1
→ 2.3	3	23	0	-1.2	19	-0.5	0	-4	2
CCN1CCN(c2ccc(S(=O)(=O)N3CCCCC3)cc2NC(=O)/C=C/c2cc(OC)ccc2OC)CC1
→ -0.5	-30	10	-9	-0.7	-12	-1.4	20	8	-1
O=C(CSc1ccccc1)Nc1cccc(S(=O)(=O)N2CCCC2)c1
→ 1.2	1	0	-9	-0.2	19	nt	1	-1	-10
O=C(COc1ccccc1Br)N1CCN(C(=O)c2ccco2)CC1
→ 2.7	-1	30	1	1.5	-9	1.6	5	7	0
COc1ccccc1N1CCN(c2ccc([N+](=O)[O-])nc2)CC1
→ 1.2	1	22	-3	-0.4	8	-1.2	-6	5	-2
O=C(CCC(=O)N1CCOc2ccccc21)N1CCCCC1
→ -0.5	-17	45	1	-0.8	-5	-1.9	2	4	3
O=C(NCC1CC1)c1cc(-c2ccccc2)nn1CC1CC(c2cccc([N+](=O)[O-])c2)=NO1 (configuration not stated)
→ 0.1	5	nt	5	0.6	-3	1.3	2	4	2
Cc1ccc(S(=O)(=O)N2CCCOC2)cc1
→ -1.5	11	3	3	-1.1	-12	-0.1	0	-3	14
Cc1ccc2c(c1)N(CC(=O)NC1CCCCC1C)C(=O)CO2 (configuration not stated)
→ 5.4	-3	-2	7	-0.3	-2	-0.6	0	2	-9

Every second line gives: Mtb UGM inh	MazF activator	VHR inh abs	BoNT F protease	FadD28 FP inh	CCHFV vOTU inh	BioA inh	Mtb FBA inh	GDH-TPI counter	Rv3671c inh
c1cc2[nH]snc2c2nc(C3CC3)nc12
→ -1.0	-8	18	-10	-0.4	5	0.7	3	17	-3
COc1ccc(OC)c(S(=O)(=O)NCCc2cn3ccsc3n2)c1
→ -1.3	10	5	-16	-2.4	-3	-1.7	5	10	-1
C=CCNC(=S)Nc1nc2c(cc1C(=O)OCC)COC(C)(C)C2
→ -1.3	1	21	0	0.4	-7	-1.1	2	2	0
CCOc1cccc2c1OC1(C)CC2NC(=O)N1c1cccc(C(=O)NCc2ccccn2)c1 (configuration not stated)
→ -3.9	6	14	-2	-1.5	-9	-0.4	-3	1	-7
COc1cc(N2CCOCC2)ccc1/C=C1\C(=O)NC(=O)N(Cc2cccs2)C1=O
→ -3.1	-96	29	0	-2.6	17	nt	-10	11	-18
CC/C(CC(=O)C(F)(F)F)=N\NC(=O)/C(C#N)=C/N(C)C
→ -2.7	7	22	3	-2.6	-24	nt	-2	-5	-2
CCC/C(=N\NC(=O)C1CC1)c1ccc(Br)cc1
→ 0.7	5	0	3	-1.2	1	-2.5	1	11	2
O=C(COC(=O)C1=COCCO1)Nc1ncc(C(F)(F)F)cc1Cl
→ -1.4	9	21	-9	-0.8	5	-0.4	-3	8	7
C/C(=N\NC(=O)c1nn(C)c(C)c1Br)c1cccc(NC(=O)c2ccc(F)cc2)c1
→ 1.6	4	7	-3	-6.1	3	0.7	-1	7	-8
O=C1NC(=O)C2(CCCc3ccccc32)N1 (configuration not stated)
→ -2.8	5	-9	5	-2.0	-13	0.8	0	-2	-2
COc1cccc(N(C(=O)CNC(=O)c2ccco2)C(C(=O)NC2CCCC2)c2cccnc2)c1 (configuration not stated)
→ 2.3	5	19	-16	0.8	6	nt	0	3	2
Cc1ccc(C2/C(=C(/O)c3ccc4c(c3)CC(C)O4)C(=O)C(=O)N2CCCn2ccnc2)cc1 (configuration not stated)
→ -1.3	-13	-3	nt	1.1	7	-0.3	2	5	5
CC(C)Cn1c(N)c(C(=O)COC(=O)c2c(F)cccc2F)c(=O)n(C)c1=O
→ -2.2	-7	0	5	-1.0	13	-3.9	3	-3	1
COc1ccc(/C=C/C(=O)Oc2cccc(/C=N/NC(=O)c3cccc(F)c3)c2)cc1
→ 3.4	0	41	4	-1.6	-2	0.1	-2	12	-92
Cc1ccc(CN2CCCN(Cc3ccc(F)cc3Cl)S2(=O)=O)cc1
→ -0.9	-2	53*	2	-0.5	3	-2.3	0	-3	-20
CCCCn1c(N)c(N(CC(C)C)C(=O)c2c(-c3ccccc3)noc2C)c(=O)[nH]c1=O
→ 0.3	2	nt	0	nt	17	0.4	1	-2	0
O=C(CN1CCN(Cc2ccccc2Cl)CC1)N/N=C/C=C/c1ccco1
→ -0.1	-4	17	nt	-3.2	8	0.5	-2	61*	1
CC1CC(C)CN(C(=O)CN2C(=O)NC(C)(C)C2=O)C1 (configuration not stated)
→ 1.6	-4	nt	0	-0.1	-1	-0.5	-2	4	6
CCc1cc2cc(C)cc(C)c2nc1SCC(=O)N1CCN(C(=O)c2ccco2)CC1
→ -0.5	-6	-18	-6	0.1	2	2.6	0	7	-5
C(=N\n1cnnc1)/c1cccc(Oc2ccccc2)c1
→ -0.2	8	-15	0	-2.1	-10	2.7	2	-9	3
Cc1ccc(CN2CC(C(=O)Nc3ccncc3)CC2=O)cc1 (configuration not stated)
→ -1.6	3	18	10	-3.7	-7	1.1	0	1	9
FC(F)(F)c1cnc2c(c1)Nc1ccccc1S2
→ 2.3	-3	40	-5	-1.9	-4	0.5	3	-3	3
CCOC(=O)Cn1c(SC)nc2sc3c(c2c1=O)CC(C)(C)OC3
→ -2.1	1	-10	1	0.0	-16	-1.3	-2	5	3
O=C(CCN1CCc2ccccc2C1)Nc1cccc(F)c1
→ -0.7	-3	-1	9	-1.7	1	12	5	6	3
Cc1ccccc1C(=O)c1cccn1CC(=O)NC(C)CCc1ccccc1 (configuration not stated)
→ -1.6	-3	-26	-4	-2.3	13	-1.3	0	2	0
O=C(c1ccc(CS(=O)Cc2ccccc2Cl)o1)N1CCN(c2cccc(Cl)c2)CC1 (configuration not stated)
→ 0.8	9	2	-2	-8.2	10	3.9	1	7	-9
CCOC(=O)c1ccc(N/C=C/C(=O)c2ccccc2)cc1
→ 2.7	-20	10	-6	0.2	8	nt	8	8	-7
O=C1OC(CO)CN1Cc1ccccc1 (configuration not stated)
→ -0.7	-2	14	-42	-0.7	-7	-0.1	3	7	6
C=CCn1c(=O)c(C(=O)NCc2ccc(Cl)cc2)c(O)c2ccccc21
→ -0.2	24	35	22	-1.3	-2	-2.4	4	14	nt
CC(C)(C)NCCCCOc1ccccc1F
→ -1.1	1	50	-15	0.5	11	-3.8	2	7	-8

A different layout for some results above.
| structure | Mtb UGM inh | MazF activator | VHR inh abs | BoNT F protease | FadD28 FP inh | CCHFV vOTU inh | BioA inh | Mtb FBA inh | GDH-TPI counter | Rv3671c inh |
| --- | --- | --- | --- | --- | --- | --- | --- | --- | --- | --- |
| O=C(c1ccc(CS(=O)Cc2ccccc2Cl)o1)N1CCN(c2cccc(Cl)c2)CC1 (configuration not stated) | 0.8 | 9 | 2 | -2 | -8.2 | 10 | 3.9 | 1 | 7 | -9 |
| CCOC(=O)c1ccc(N/C=C/C(=O)c2ccccc2)cc1 | 2.7 | -20 | 10 | -6 | 0.2 | 8 | nt | 8 | 8 | -7 |
| O=C1OC(CO)CN1Cc1ccccc1 (configuration not stated) | -0.7 | -2 | 14 | -42 | -0.7 | -7 | -0.1 | 3 | 7 | 6 |
| C=CCn1c(=O)c(C(=O)NCc2ccc(Cl)cc2)c(O)c2ccccc21 | -0.2 | 24 | 35 | 22 | -1.3 | -2 | -2.4 | 4 | 14 | nt |
| CC(C)(C)NCCCCOc1ccccc1F | -1.1 | 1 | 50 | -15 | 0.5 | 11 | -3.8 | 2 | 7 | -8 |

(listing goes on)
Every second line gives: Mtb UGM inh	MazF activator	VHR inh abs	BoNT F protease	FadD28 FP inh	CCHFV vOTU inh	BioA inh	Mtb FBA inh	GDH-TPI counter	Rv3671c inh
O=C(Nc1ccc(N2CCOCC2)c(Cl)c1)c1ccccc1Cl
→ -1.9	5	15	0	-1.4	-1	nt	0	6	0
O=C(CN1CCSCC1)N/N=C/c1ccc(F)cc1F
→ 0.9	7	12	-1	1.6	7	0.5	1	14	-5
COc1cc(C(=O)Nc2ccc(NC(=O)C(C)C)nc2)cc(OC)c1OC
→ 0.3	9	29	-8	-2.8	1	1.3	4	0	2
COCCNC(=O)C1CC(=O)N(CCc2ccccc2)C1 (configuration not stated)
→ -0.5	-102	10	0	0.5	4	-4.0	0	18	-1
CSc1ccc(COC(=O)c2cc([N+](=O)[O-])ccc2N2CCOCC2)cc1
→ -0.3	-4	nt	-3	-3.4	-3	nt	-3	4	-1
Cc1ccc(N(Cc2cc(=O)[nH]c3ccccc23)C(=O)CCl)c(C)c1
→ -1.8	7	0	-4	-0.8	12	nt	-1	8	3
COc1cccc(/C=C/C(=O)c2ccc(C)c([N+](=O)[O-])c2)c1
→ -0.8	-1	5	4	-4.5	7	-0.3	-4	0	-16
COc1ccc(NC(=O)CSCC(=O)N2CCN(c3cccc(C(F)(F)F)c3)CC2)cc1
→ -2.5	2	nt	3	nt	5	-1.9	-1	-3	2
Cc1ccn2c(C(=O)NN=C3CCN(C)CC3)c(C)nc2c1
→ 0.8	-3	-8	5	0.0	-4	nt	4	7	-5
Cc1ccc(NC(=O)Nn2cnnc2)c(C)c1
→ -0.5	-16	23	17	-0.8	9	-1.0	6	0	3
CCOC(=O)c1cc(C)n(-c2ccccc2)c1C
→ 5.8	3	22	-3	0.6	15	nt	0	-2	5
Cc1ccc(C(C)NC(=O)C2CCCC2)c(C)c1 (configuration not stated)
→ -1.1	-16	-10	-3	-2.2	-1	-0.2	4	-2	-2

High-throughput results deposited in PubChem by several laboratories.
